Screening results as filed in PubChem.
GoLoco inh red – RGS12 GoLoco-Gai1 interaction inhibition; P63096; Gai1:RGS12 GoLoco peptide FP, rhodamine, 10 min; Potency, µM (highest dose often 61.6 µM), without a hit: top-dose activity, negative = inhibition, hits mostly inhibitors; 0.44% of 230,000 active; AID 880; active = well fitted inhibition curve with a large enough effect, not every such curve was filed as active; inactive = no such curve, though single readings can be large or run the other way; also: % is scaled to controls: 0 for no effect and ±100 for the full control effect; nearly all actives have a fitted effect of over 30% in size; many of its hits are not listed in these tables
Target sequence (P63096 whole entry, looked up): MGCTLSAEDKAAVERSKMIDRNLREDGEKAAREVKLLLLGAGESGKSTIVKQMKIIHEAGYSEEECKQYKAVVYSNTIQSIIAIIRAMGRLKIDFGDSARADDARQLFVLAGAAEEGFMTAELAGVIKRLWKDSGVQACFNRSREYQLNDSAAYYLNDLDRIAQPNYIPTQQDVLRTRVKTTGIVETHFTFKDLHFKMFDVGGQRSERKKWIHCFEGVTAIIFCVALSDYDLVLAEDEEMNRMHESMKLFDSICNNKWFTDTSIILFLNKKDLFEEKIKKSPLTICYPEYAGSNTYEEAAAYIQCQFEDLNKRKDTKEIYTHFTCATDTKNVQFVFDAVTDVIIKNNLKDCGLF
ALDH1A1 inh – blocks purified human ALDH1A1 activity; P00352; Purified ALDH1A1, NADH fluorescence, propionaldehyde substrate; Potency, µM (titrated, usually from 75.3 µM), for the others: at the highest dose activity, negative = inhibition, usual class: inhibitors; 7.3% of 220,000 active; AID 1030; active = well fitted inhibition curve with a large enough effect, not every such curve was filed as active; inconclusive = small, poorly fitted or top-dose-only effect, or another doubt; inactive = no such curve, though single readings can be large or run the other way;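 also: plate controls were no enzyme wells and a reference inhibitor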
GAA spleen mod – lysosomal alpha-glucosidase (human) modulation; human spleen homogenate, 4-MU-alpha-glucoside fluorescence; Potency, µM (titrated, usually from 79.9 µM), inactives show at the top dose activity change, negative = inhibition, actives largely listed as inhibitors; 0.006% of 240,000 active; AID 2112;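 also: 0% = enzyme with vehicle and -100% = no enzyme basal signal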
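AC50 values come from Hill-equation fits of concentration-response data, normalized to no-enzyme and full-activity controls. Enzyme source: 1 ug human spleen homogenate; 1 mM fluorogenic 4-MU glucoside, pH 5.0 citrate buffer, 37 C, 40 min.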
GAA glycogen mod – inhibitors or activators of human alpha-glucosidase glycogen cleavage | Potency, µM (series often up to 76.4 µM), for the others: at the highest dose activity change, negative = inhibition, usual class: inhibitors | AID 2100 | recombinant GAA, glycogen substrate, Amplex Red glucose oxidase fluorescence | 0.38% of 300,000 active | P10253;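 also: 0% = full enzyme reaction and -100% = no-enzyme basal signal; the screen sought inhibitors and activators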
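Recombinant human enzyme (4 nM); glycogen substrate; 37 C, 40 min, pH 5.0. Readout: coupled glucose oxidase/Amplex Red fluorescence.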
GLA spleen mod – inhibits or activates alpha-galactosidase in human spleen homogenate. human spleen homogenate, 4MU-alpha-Gal fluorescence, 40 min. Potency, µM (doses to about 80 µM), for the others: top-dose activity change, negative = inhibition, actives largely listed as inhibitors. 0.008% of 240,000 active. AID 2107;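 also: 0% = enzyme with vehicle and -100% = no enzyme basal signal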
Target sequence (P06280 32-429 limits assumed): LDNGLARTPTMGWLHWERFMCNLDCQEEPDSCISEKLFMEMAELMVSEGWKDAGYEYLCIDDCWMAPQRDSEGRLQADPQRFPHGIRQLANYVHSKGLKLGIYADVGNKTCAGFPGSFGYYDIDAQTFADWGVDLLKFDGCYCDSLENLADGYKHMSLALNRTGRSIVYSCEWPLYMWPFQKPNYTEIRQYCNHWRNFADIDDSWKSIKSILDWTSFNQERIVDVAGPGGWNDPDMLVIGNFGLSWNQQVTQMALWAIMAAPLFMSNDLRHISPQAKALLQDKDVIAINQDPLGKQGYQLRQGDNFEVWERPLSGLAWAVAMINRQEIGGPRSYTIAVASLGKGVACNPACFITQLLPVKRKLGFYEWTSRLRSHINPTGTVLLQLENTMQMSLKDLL
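Inhibition or activation of alpha-galactosidase in human spleen homogenate is scored by 4-MU fluorescence after 40 min at 37C, pH 5.0, with 1 mM substrate. AC50s come from concentration-response fitted to the Hill equation.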
GAA inh – alpha-glucosidase (human) inhibition; P10253; purified human GAA, 4-MU-alpha-glucoside fluorescence; Potency, µM (titrated, usually from 76.9 µM), inactives show at the highest dose activity change, negative = inhibition, usual class: inhibitors; 0.005% of 200,000 active;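 also: plate controls were uninhibited enzyme wells for no effect and no-enzyme background for full effect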
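Enzyme (4 nM final) mixed with compound (up to 77 uM), then 4-MU-alpha-D-pyranoside (400 uM final) added; 20 min at room temperature, pH 5.0. Reaction stopped at pH 10, fluorescence read, AC50 derived by Hill fit.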
JMJD2E inh – inhibitors of human JMJD2E histone demethylase; B2RXH2; JMJD2E catalytic domain, FDH-coupled NADH fluorescence (FDH is formaldehyde dehydrogenase); Potency, µM (doses to about 57.1 µM), inactives show top-dose activity change, negative = inhibition, most hits filed as inhibitors; 1.6% of 230,000 active; AID 2147; active = well fitted inhibition curve with a large enough effect, not every such curve was filed as active; inconclusive = small, poorly fitted or top-dose-only effect, or another doubt; inactive = no such curve, though single readings can be large or run the other way;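 also: 0% = wells with enzyme and -100% = buffer wells without enzyme; nearly all actives have a fitted effect of over 50% in size; many of its hits are not listed in these tables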
Target sequence (B2RXH2 1-337 limits assumed): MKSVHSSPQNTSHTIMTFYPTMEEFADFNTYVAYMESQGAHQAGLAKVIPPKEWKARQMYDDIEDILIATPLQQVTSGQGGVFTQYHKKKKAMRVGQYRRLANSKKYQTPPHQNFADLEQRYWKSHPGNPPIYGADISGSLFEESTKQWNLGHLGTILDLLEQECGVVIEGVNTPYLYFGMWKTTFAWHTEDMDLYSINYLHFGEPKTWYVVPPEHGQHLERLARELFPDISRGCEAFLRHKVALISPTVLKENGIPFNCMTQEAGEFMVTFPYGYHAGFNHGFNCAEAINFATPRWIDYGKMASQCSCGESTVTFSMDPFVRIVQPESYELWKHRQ
SMN2 splice up – increases expression of the SMN2 splice variant | HEK293 SMN2-luciferase splicing reporter, luminescence, 30-36 h | Potency, µM (doses to about 46.1 µM), for inactives: at the highest dose activity change, positive = activation, actives largely listed as activators | 2.8% of 210,000 active | AID 1458; also: % of control where 0% means no effect; nearly all actives have a fitted effect of over 55% in size
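HEK293 cells carry an SMN2 […]–luciferase reporter in which exon 7 inclusion puts luciferase in frame. Cells were plated 10-12 h before compound addition, then incubated 30-36 h at 37C. ONE-Glo luminescence was read; sodium butyrate at 4.5 mM final served as control.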
* = called active by the depositor; ? = inconclusive; nt = not tested or not shown; [ ] = another dose, or the depositor's remark. Unless noted, calls follow the shape of the dose curve; as a rule, active = well fitted curve in the direction sought with a large enough effect; inconclusive = small, poorly fitted or top-dose-only effect, or another doubt; inactive = no such curve, though single readings can be large; an effect the other way counts as inactive or inconclusive. Potency is read from the fitted curve at half-maximal effect. The list is partial; count on the stated rates, not on these rows.

SMILES | GoLoco inh red | ALDH1A1 inh | GAA spleen mod | GAA glycogen mod | GLA spleen mod | GAA inh | JMJD2E inh | SMN2 splice up
COCCCNC(=O)c1ccc2c(c1)CCN2S(C)(=O)=O | 4% | -5% | -5% | 11% | -1% | -4% | -2% | 2%
CCOC(=O)N1CCC(N2CC34C=CC(O3)C(C(=O)Nc3ccc(OCC)cc3)C4C2=O)CC1 (stereo not given) | 4% | 6% | 3% | -1% | 7% | 0%[15.4 µM] | 7% | 6%
N=c1sccn1CC(=O)Nc1ccc2c(c1)CCC2 | 2% | 7% | -1% | 8% | -8% | -5% | -2% | -9%
CCCCOC(=O)c1cc(=O)[nH]c2ccc(C)cc12 | 3% | ? | -3% | -7% | -2% | -1% | 1% | -3%
CCNc1nc(NC(C)C)nc(N(C#N)CCOc2ccc(Cl)cc2Cl)n1 | 8% | -1% | -16% | -11% | -4% | -7% | ? | -19%
C/C(=N\OCC(=O)Nc1ccccc1C(=O)O)c1cccs1 | -2% | ? | 0% | -1% | 2% | -1% | 0% | nt
CCc1ccc(CNC(=O)C2CCN(S(=O)(=O)N3CCC4(CC3)OCCO4)CC2)cc1 | -9% | -7% | 0% | 3% | 1% | 4% | 6% | -14%
O=C(c1ccccc1)c1ccccc1N/C=C/c1nnnn1-c1ccccc1 | -1% | ? | -15% | -3% | -6% | -8% | -6% | -18%
CCN(CC)CCCNC(=O)Cn1ccc2ccccc2c1=O | 6% | 5% | 1% | 0% | -7% | 2% | ? | 3%
O=C1C(Nc2ccccc2)=C2CCCC=C2N1c1ccccc1 | -38% | 13µM* | nt | -7% | 13% | -8% | 13% | 10%
CCOc1ccc(CC(=O)NNC(=S)Nc2ccc(OC)c(OC)c2)cc1 | 15% | 1% | 1% | ? | 3% | 13% | 7% | 17%
CC(=O)n1cc(C2C(=O)CC(C)(C)CC2=O)c2ccccc21 | -17% | ? | -4% | -5% | -3% | 5% | 10% | ?
O=C1CCC(C(=O)OCc2cc(=O)oc3ccc4ccccc4c23)=NN1 | -1% | nt | 4% | 4% | 7% | nt | ? | nt
C/C(=N\NC(=O)Cn1cc([N+](=O)[O-])cn1)c1ccc(O)cc1 | -4% | nt | -17% | 4% | -6% | nt | -3% | nt
COC(=O)N1[C@H](C)C=C[C@]1(Cc1ccccc1)C(=O)NCc1ccc(N(C)C)cc1 | -6% | 8.9µM* | 4% | nt | 6% | nt | 18µM* | 13µM*
CCOC(=O)c1sc2nc3n(c(=O)c2c1C)CCC(C)CC3 (stereo not given) | 9% | 11µM* | 3% | 0% | 6% | -12% | -18% | -30%[inhibitor]
CCOC(=O)C(NC(C)=O)(N1CCOCC1)C(F)(F)F (stereo not given) | nt | 12% | 2% | -21% | 5% | -4% | 1% | nt
COc1ccc(NCC(=O)Nc2ccc(C#N)cc2)cc1Cl | 13% | 10µM* | -2% | ? | 2% | -1% | 5% | -1%
Oc1ccccc1N1CCN(C(=S)NCCc2ccccc2)CC1 | 5% | -10% | -3% | ? | -12% | -2% | -22% | 11%
COC(=O)[C@H](C)NC(=O)Nc1cccc(C(F)(F)F)c1 | 11% | 1% | -14% | 6% | -19% | 0% | -21% | 6%

Laid out differently: entries from further up
structure	GoLoco inh red	ALDH1A1 inh	GAA spleen mod	GAA glycogen mod	GLA spleen mod	GAA inh	JMJD2E inh	SMN2 splice up
COc1ccc(NCC(=O)Nc2ccc(C#N)cc2)cc1Cl	13%	10µM*	-2%	?	2%	-1%	5%	-1%
Oc1ccccc1N1CCN(C(=S)NCCc2ccccc2)CC1	5%	-10%	-3%	?	-12%	-2%	-22%	11%

Records listed so far printed as active in JMJD2E inh:
canonical_smiles | GoLoco inh red | ALDH1A1 inh | GAA glycogen mod | GLA spleen mod | GAA inh | JMJD2E inh | SMN2 splice up
COC(=O)N1[C@H](C)C=C[C@]1(Cc1ccccc1)C(=O)NCc1ccc(N(C)C)cc1 | -6% | 8.9µM* | nt | 6% | nt | 18µM* | 13µM*

The list goes on.
SMILES | GoLoco inh red | ALDH1A1 inh | GAA spleen mod | GAA glycogen mod | GLA spleen mod | GAA inh | JMJD2E inh | SMN2 splice up
COc1ccc(NS(=O)(=O)c2cccc(NC(=O)CCC(=O)c3ccc(Cl)cc3)c2)cc1 | nt | 5% | -5% | -2% | -6% | 0% | 0% | nt
COc1ccc(Oc2nc(C(F)(F)F)nc3ccccc23)cc1 | -3% | -1% | -11% | -6% | -3% | -5% | -9% | -50%[inhibitor]
O=C(C1CC1)N1CCc2cc(S(=O)(=O)N(CCO)Cc3ccccc3)ccc21 | 10% | 1% | -7% | 2% | -1% | 1% | -8% | -53%[inhibitor]
COc1ccc(N2CC(C(=O)Nc3ccc(F)cc3F)CC2=O)cc1 (stereo not given) | 7% | 4% | -3% | -8% | 1% | -32% | 3% | -14%
Cc1cc(-c2nc(C)c(-c3nnc(SCC(=O)Nc4ccc(Cl)cc4)n3C)s2)no1 | 2% | nt | -1% | 2% | -9% | nt | ? | nt
Cc1ccc(C)c(N(CC(=O)NN=C2CCN(C)CC2)S(=O)(=O)c2ccccc2)c1 | 7% | ? | 0% | 8% | -3% | -2% | 7% | -8%[1.84 µM]
COc1ccccc1OP(=O)(O)Oc1ccccc1OC | 7% | 8% | 5% | 2% | 3% | -3% | -5% | 0%
O=Cc1ccc(-c2ccc(F)cc2)o1 | 7% | 1.4µM* | nt | 9% | 3% | -2% | ? | 0%
N/C(=N\OC(=O)c1cc(-c2ccccc2)nc2ccccc12)c1cccnc1 | 3% | 11% | 5% | 7% | 1% | 4% | 1% | -33%[inhibitor]
COc1cc2c(cc1OC)C(c1ccc(-c3cc(Cl)ccc3Cl)o1)=NCC2 | 18% | ? | -5% | 4% | -7% | -8%[15.4 µM] | ? | -15%
O=C(CN(c1ccc(Cl)cc1)S(=O)(=O)c1ccc(Cl)c([N+](=O)[O-])c1)NCCc1ccccc1 | 8% | 25µM* | 0% | 11% | 0% | -2% | 1% | -26%
O=C(COc1ccccc1)N1CCN(c2nnc(-c3ccccc3)c3ccccc23)CC1 | nt | 3% | 3% | -17% | 2% | 1% | 2% | nt
O=C(O)c1ccc(COc2ccccc2/C=C2/NC(=O)N(c3cccc(Cl)c3)C2=O)cc1 | 30% | ? | -10% | 1% | 1% | -2% | ? | 8%
COc1ccccc1C(=O)NCC(=O)N/N=C/c1cc(Br)ccc1OCc1ccccc1 | 1% | 4% | -7% | -1% | -7% | 6% | 1% | 4%
O=C1CCC(=O)N1CCSC(=S)N1CCOCC1 | 3% | nt | -2% | -12% | 2% | nt | 2% | nt
COCc1cc(=O)[nH]c2c1c(-c1ccccc1)nn2C | 1% | nt | 1% | 2% | 0% | nt | ? | nt
COc1ccc2c(c1)[C@]1(C)CCC(=O)C[C@H]1CC2 | 2% | 2.8µM* | 3% | nt | 3% | nt | -27% | 1%
O=C(NC1CCCCC1)C(c1cccnc1)N(C(=O)c1csnn1)C1CCCC1 (stereo not given) | -2% | 8% | 2% | 1% | 0% | -30% | -4% | ?
CC(C)(Oc1ccc(Cl)cc1)C(=O)O | 5% | 12% | 1% | nt | 7% | nt | 2% | -13%
Cc1ccc(S(=O)(=O)CC(C)N2CCOCC2)c(S(=O)(=O)CC(C)N2CCOCC2)c1 (stereo not given) | 6% | 6% | -6% | 12% | -7% | -3% | -3% | -12%

Taken from the results shown, 3 compounds:
SMILES | GoLoco inh red | ALDH1A1 inh | GAA spleen mod | GAA glycogen mod | GLA spleen mod | GAA inh | JMJD2E inh | SMN2 splice up
O=C1CCC(=O)N1CCSC(=S)N1CCOCC1 | 3% | nt | -2% | -12% | 2% | nt | 2% | nt
COCc1cc(=O)[nH]c2c1c(-c1ccccc1)nn2C | 1% | nt | 1% | 2% | 0% | nt | ? | nt
COc1ccc2c(c1)[C@]1(C)CCC(=O)C[C@H]1CC2 | 2% | 2.8µM* | 3% | nt | 3% | nt | -27% | 1%

Continuation.
SMILES | GoLoco inh red | ALDH1A1 inh | GAA spleen mod | GAA glycogen mod | GLA spleen mod | GAA inh | JMJD2E inh | SMN2 splice up
O=C(c1ccccc1)N1N=C(c2ccccc2)CC1c1ccccc1[N+](=O)[O-] (stereo not given) | 8% | -3% | 9% | 9% | -6% | 7% | -8% | -8%
CN(C)C(=O)/C(=C\c1ccncc1)NC(=O)c1ccccc1 | 5% | 9% | -2% | 12% | -2% | -5% | 5% | nt
CCN(CC)S(=O)(=O)c1cccc(C(=O)Nc2cccnc2)c1 | -4% | 8% | 11% | 9% | 19% | -4% | -21% | -14%
c1cnc(N2CCN(Cc3c[nH]c4ccccc34)CC2)nc1 | 7% | -13% | -6% | 2% | -4% | -3% | -1% | -21%
COCC(C)NC(=O)c1ccc(N(C)C)cc1 (stereo not given) | 2% | 8.9µM* | -3% | 4% | 1% | 2% | -3% | 24%
CCN(CC)C(=O)c1sc(NC(=O)c2ccc(Br)o2)c(C(=O)OC)c1C | -2% | ? | 3% | 0% | 9% | -14% | ? | -17%
Nc1nnc(SCC(=O)OCC(=O)NC2CCCCC2)s1 | 4% | 8% | 2% | 8% | 2% | 4% | -5% | -6%
CCOCCCNC(=S)Nc1ccc(S(N)(=O)=O)cc1 | 6% | 5% | 6% | 0% | 8% | ? | -2% | ?
CCCn1nc(C(=O)N2CCc3ccccc3C2)c2ccccc2c1=O | 1% | ? | -9% | 15% | -9% | -2% | 1% | -11%
Cc1c(C(C)C)c(=O)n(-c2ccc(S(=O)(=O)N3CCOCC3)cc2)n1C | -4% | -1% | 5% | 9% | -1% | 3% | -18% | nt
COc1ccc(NC(=O)Nc2ccc(F)c(F)c2)c(OC)c1 | -3% | 4% | -4% | 5% | -3% | ? | -13% | nt
O=C(Nc1ccc(NC(=O)C2CC2)nc1)c1cccc(F)c1 | nt | 5% | -9% | 7% | -3% | 0% | 0% | nt
CCOc1ccccc1C(=O)NCCC(=O)O | -7% | 8% | -4% | 2% | 6% | -3% | 6% | 13%
CN(CCc1ccccn1)C(=O)Nc1cccc(Cl)c1 | -25% | nt | 5% | -8% | 11% | nt | -3% | nt
Cc1ccc(C2=NC3(CCCCC3)NC2=S)cc1 | -1% | 7% | -2% | 9% | -15% | -1% | 12% | 17%
